# High-throughput results from PubChem BioAssay.
# GPR151 activ: activators of human GPR151. Q8TDV0. PathHunter beta-arrestin GPR151 cells, luminescence. activation, % at 11.2 µM. 650,000 compounds, 1% hits; in the data active means activation above about 4.9%;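 further: 0% = median of compound wells and 100% = cells with positive control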
# Target sequence (Q8TDV0 whole entry, looked up): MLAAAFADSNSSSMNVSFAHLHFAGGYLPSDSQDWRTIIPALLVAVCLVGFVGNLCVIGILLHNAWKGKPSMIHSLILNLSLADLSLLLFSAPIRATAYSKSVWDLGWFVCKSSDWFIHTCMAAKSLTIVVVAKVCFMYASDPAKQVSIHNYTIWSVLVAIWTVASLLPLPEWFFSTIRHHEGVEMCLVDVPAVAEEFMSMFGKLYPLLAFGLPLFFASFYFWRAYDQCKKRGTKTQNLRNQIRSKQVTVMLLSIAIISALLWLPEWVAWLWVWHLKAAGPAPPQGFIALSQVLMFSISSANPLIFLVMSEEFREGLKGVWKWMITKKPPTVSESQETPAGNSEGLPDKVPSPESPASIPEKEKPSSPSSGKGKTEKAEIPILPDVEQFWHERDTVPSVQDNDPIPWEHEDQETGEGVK
# MITF primary: human MITF inhibition, primary screen. inhibition, % at 2.6 µM. AlphaScreen MITF homodimerization, bead proximity signal. 650,000 compounds, 0.91% hits. AID 1259374; in the data active means inhibition above about 50%;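 further: 0% = vehicle wells with protein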
# TEAD-YAP inh: TEAD-YAP interaction inhibition; HEK-TIYL cells, TEAD-Gal4/YAP UAS-luciferase luminescence; inhibition, % at 9.12 µM; 640,000 compounds, 1.4% hits; AID 1259422; in the data active means inhibition above about 32%;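 further: 0% = median of test compound wells and 100% = reference inhibitor wells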
# FBW7 activator: human FBW7 E3 ligase activation, primary screen; AlphaScreen FBW7–phospho-cyclin E peptide binding, activator screen; 650,000 compounds, 0.13% hits; AID 1259310; normalized activity (activation), % at 26.1 µM; Q969H0; in the data active means normalized activity above about 1.9%;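 further: purified mutant Fbw7 with reduced substrate affinity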
# Target sequence (Q969H0 whole entry, looked up): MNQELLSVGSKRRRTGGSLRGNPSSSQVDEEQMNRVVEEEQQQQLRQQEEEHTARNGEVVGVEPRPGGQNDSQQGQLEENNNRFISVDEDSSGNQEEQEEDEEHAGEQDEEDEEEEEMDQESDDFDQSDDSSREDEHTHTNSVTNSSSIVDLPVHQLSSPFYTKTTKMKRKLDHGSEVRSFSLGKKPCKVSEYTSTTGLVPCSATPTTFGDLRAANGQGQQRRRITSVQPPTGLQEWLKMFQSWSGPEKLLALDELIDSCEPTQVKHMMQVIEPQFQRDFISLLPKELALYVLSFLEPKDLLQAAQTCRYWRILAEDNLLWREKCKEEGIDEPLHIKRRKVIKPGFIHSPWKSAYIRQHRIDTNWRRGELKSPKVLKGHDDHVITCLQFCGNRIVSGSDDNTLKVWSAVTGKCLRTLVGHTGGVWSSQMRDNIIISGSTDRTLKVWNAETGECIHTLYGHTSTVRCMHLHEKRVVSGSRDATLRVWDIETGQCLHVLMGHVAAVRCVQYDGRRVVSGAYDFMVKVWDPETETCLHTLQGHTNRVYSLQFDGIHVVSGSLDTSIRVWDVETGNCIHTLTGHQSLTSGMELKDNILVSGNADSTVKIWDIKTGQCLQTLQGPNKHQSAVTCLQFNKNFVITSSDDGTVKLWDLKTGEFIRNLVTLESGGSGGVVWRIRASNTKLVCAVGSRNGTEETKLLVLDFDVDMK
# * marks the source's active call; other numbers are inactive results; nt = not tested or not shown. Random draw from the library; 3.4% or so of the library scored in one or more.
SMILES,GPR151 activ,MITF primary,TEAD-YAP inh,FBW7 activator
O=S(=O)(NC1CCCC1)c1cccc2cnccc12,-0.4,13,7,0.3
COc1ccc2cc(CCNC(=O)C3CC3)c(=O)[nH]c2c1,-0.4,9,-1,0.3
NS(=O)(=O)c1ccc(CCNC(=O)c2ccc(Cn3c(=S)[nH]c4cc(C(=O)O)ccc4c3=O)cc2)cc1,-0.3,-1,-3,-0.1
NC(=O)c1c(NC(=O)CCCc2ccccc2)sc2c1CCCC2,0.3,1,-44,-0.3
O=C(N/N=C/c1c(O)ccc2ccccc12)c1n[nH]c([N+](=O)[O-])n1,-0.8,-3,-5,-0.2
CCOc1ccc2[nH]c(=O)c(CN(CCO)C(CC)c3nnnn3C3CCCC3)cc2c1 (centres undefined),-0.2,-7,-8,0.0
O=C(Nc1ccc(F)cc1F)NC1(C(=O)Nc2ccc3c(c2)OCO3)CCCCC1,0.7,21,-11,1.0
COc1ccc([N+](=O)[O-])cc1N/C=C\C(=O)c1ccc(C)cc1,1.4,-7,-9,-0.1
Cc1cc(/C=C2/NC(=O)N(Cc3ccccc3F)C2=O)c(C)n1-c1ccc(C#N)cc1,1.6,7,0,0.0
CCn1c2ccccc2c2cc(NC(=O)C/C(C)=N/NC(=O)c3ccc(OC)cc3)ccc21,-0.8,-9,-15,-0.1
CC(=O)Nc1ccc(Nc2ncnc3nc(-c4ccc(C(=O)NC5CC5)cc4)[nH]c23)cc1,1.2,-1,11,-0.2
O=C(Nc1ccc(N2CCC(NCCOc3cccnc3)CC2)cc1)C1CCCC1,-1.2,22,7,0.0
O=C(CCl)c1c[nH]c(/C=N/NS(=O)(=O)c2ccccc2)c1,-1.0,2,-14,-0.1
O=C(CCCN1C(=O)c2ccccc2C1=O)NC12CC3CC(CC(O)(C3)C1)C2,-1.1,-36,-16,0.0
CC(=O)Oc1ccc(-c2cccc(C(=O)NCCCO)c2)cc1,1.6,15,-4,0.1
CCN(CC)c1ccc(C2C(C#N)=C(N)N(c3ccc(C)cc3)C3=C2C(=O)CC(C)(C)C3)cc1 (centres undefined),-1.6,-4,1,0.0
CCCC(CCC)C(=O)Nc1cc(C)nn1-c1nc2c(cnn2-c2ccc(C)c(C)c2)c(=O)[nH]1,-0.6,-5,-2,-0.2
CCN(CC)c1nc(NCCN2CCOCC2)nc(Nc2ccncn2)n1,-0.3,-2,-16,0.1
O=C(Oc1cccc([N+](=O)[O-])c1)c1ccc2c(c1)C(=O)N(c1ccccc1)C2=O,-2.2,1,-18,0.0
O=C1NCC(=Nc2ccccc2)C(=O)N1,0.9,-1,-14,-0.1
CCOC(=O)c1ccc(N2C(=O)/C(=C/c3ccc(Cl)cc3)C=C2c2ccccc2)cc1,1.3,7,6,-0.1
COc1ccc(Cc2nnc(SCC(=O)N(C)C3CCCCC3)o2)cc1,-0.2,-17,-2,0.1
CC1(C)Oc2ccc(C(=O)NC3CCCC3)cc2N(CC(=O)N2CCOCC2)C1=O,1.0,10,-3,0.0
Cc1ccc(C(=O)N2CCCCC2)c(Cl)c1,-0.7,2,5,-0.1
Cc1nn(C)c(C)c1CN(C(=O)CC1C(=O)NCCN1Cc1cccs1)C1CC1 (centres undefined),0.9,-9,-8,-0.1
COc1cc(/C=C(\C#N)C(=O)Nc2cccc(C(F)(F)F)c2)cc(OC)c1OC,2.5,-12,-3,-0.1
COc1ccccc1C1/C(=C(/O)c2ccc(Cl)cc2)C(=O)C(=O)N1CCC(=O)O (centres undefined),0.6,-6,0,-0.1
CCN1C(=O)/C(=C2\SC(=S)N(NC(=O)c3ccccc3O)C2=O)c2ccccc21,-0.4,2,-2,-0.3
CC1=CC(C)(C)NC(=S)N1c1ccccc1O,-1.6,23,-5,0.4
COc1ccc(SC#N)c([N+](=O)[O-])c1,0.0,10,26,-0.2
COC(=O)c1ccc(NS(=O)(=O)c2ccc(OC)c([N+](=O)[O-])c2)cc1,-0.7,-3,-3,-0.2
NS(=O)(=O)c1ccc(NC(=O)c2cc(I)ccc2Cl)cc1,3.1,6,10,0.0
O=C(Nc1ccccc1[N+](=O)[O-])c1ccc(I)cc1,-0.4,14,-36,-0.2
CC(=O)c1ccc(Cl)c(NC(=O)/C=C/C(=O)O)c1,0.1,5,-1,0.0
CO/N=C/C(C(=O)Nc1cccc(C)c1)C(=O)Nc1cccc(C)c1,1.0,3,7,0.1
Cc1nc2ccc(C(=O)OCc3ccc([N+](=O)[O-])cc3Cl)cc2nc1C,-0.7,-9,-9,-0.1
CSCCC(=O)N1CCC2(CC1)CC2C(=O)Nc1ccccc1 (centres undefined),-0.7,4,-2,0.0
COc1cc(NC(=O)C23CC4CC(CC(O)(C4)C2)C3)cc(OC)c1OC,0.5,0,6,-0.1
Cc1ccc(OCC(=O)Nc2ccccc2N2CCN(C(=O)C(C)C)CC2)cc1C,0.7,10,0,0.2
CCOc1cc(C2NC(=S)NC(C)=C2C(=O)Nc2ccc(F)c(F)c2)ccc1O (centres undefined),-0.1,7,1,-0.1

# 4 entries from above, with each value named.
> CC(=O)c1ccc(Cl)c(NC(=O)/C=C/C(=O)O)c1
- GPR151 activ: 0.1
- MITF primary: 5
- TEAD-YAP inh: -1
- FBW7 activator: 0.0

> CO/N=C/C(C(=O)Nc1cccc(C)c1)C(=O)Nc1cccc(C)c1
- GPR151 activ: 1.0
- MITF primary: 3
- TEAD-YAP inh: 7
- FBW7 activator: 0.1

> Cc1nc2ccc(C(=O)OCc3ccc([N+](=O)[O-])cc3Cl)cc2nc1C
- GPR151 activ: -0.7
- MITF primary: -9
- TEAD-YAP inh: -9
- FBW7 activator: -0.1

> CSCCC(=O)N1CCC2(CC1)CC2C(=O)Nc1ccccc1 (centres undefined)
- GPR151 activ: -0.7
- MITF primary: 4
- TEAD-YAP inh: -2
- FBW7 activator: 0.0

# (cont.)
SMILES,GPR151 activ,MITF primary,TEAD-YAP inh,FBW7 activator
O=C(CSCCc1ccccn1)Nc1cccnc1,-0.6,8,5,0.7
O=C(CSCc1ccccc1)Nc1ccc(S(=O)(=O)Nc2nccs2)cc1,2.9,-12,-10,-0.2
CCOc1ccccc1CN1CCC(n2nccc2NC(=O)C2CCCC2)CC1,-1.2,-5,-8,0.0
Cc1cc(C)cc(NC(=O)Cc2cccs2)c1,-0.2,11,-4,0.0
CCCCN(Cc1ccccc1)S(=O)(=O)c1ccc2c(c1)CCN2C(=O)CCC(=O)O,-0.4,-11,-4,0.1
O=C1CCCN1CCCNc1nc(Nc2ccncn2)nc2c1ncn2-c1ccsc1,0.4,5,51*,0.1
COC(=O)CN1C(=O)C(O)=C(C(C)=O)C1c1ccc(O)c(OC)c1 (centres undefined),0.1,6,7,-0.2
Nc1ncnc(N2CCc3ccccc3C2)c1[N+](=O)[O-],0.0,24,7,0.1
O=S(=O)(c1cc(Cl)ccc1Cl)N1CCNCC1,1.6,-4,-5,-0.1
CC(C)(C)OC(=O)COC(=O)c1ccc(I)cc1,-1.0,17,-2,0.7
Cc1ccc(C)c(Oc2coc3cc(OC(=O)c4cccnc4)ccc3c2=O)c1,-0.9,11,-22,0.2
O=C(NCCOc1ccccc1)C(=O)Nc1ccccc1,-1.2,14,-29,0.4
CCOC(=O)C1=C(SCC(=O)Nc2ccccc2)NC(=O)C(C#N)C12CCCCC2 (centres undefined),0.4,10,11,0.2
COc1ccccc1NC(=S)N(CCN1CCOCC1)C1CCN(C(C)=O)CC1,-0.2,-1,-6,-0.1
COc1ccc(-c2cc(COC(=O)c3cc4ccccc4o3)no2)cc1,1.6,14,4,0.1
CC1=NN(c2ccccc2)C(=O)/C1=C\c1cc2cc(C)ccc2nc1N1CCCCC1,0.5,5,-4,-0.4
CCOc1cc(C)c(Cl)cc1S(=O)(=O)NCc1ccco1,-0.3,1,-2,-0.1
COc1ccccc1NC(=O)C1=C(C)NC(SC)=C(C#N)C1c1ccccc1F (centres undefined),-1.3,10,8,0.2
Cc1cccc(NC(=O)C2CCN(S(=O)(=O)c3ccc4c(c3)oc(=O)n4C)CC2)c1,-0.5,-10,-6,-0.2
COC(=O)c1c(NC(C)=O)c2c(C)c(C)sc2n1Cc1nc(-c2cccs2)oc1C,-2.7,7,5,0.1
COc1ccc(C(=O)Nc2ccc3c(c2)C(=O)N(C)C3=O)c(OC)c1,-1.0,7,-13,-0.1
C[C@H]1NC(=O)[C@@H]2C[C@H](NC(=O)c3c(Cl)cccc3Cl)CN2C1=O,0.5,2,-3,-0.2
CCCn1cc(NC(=O)c2cc(-c3ccccc3)on2)cn1,-1.2,18,-63,0.1
CC1CCCCN1C(=O)c1ccccc1NC(=O)c1cc2ccccc2o1 (centres undefined),1.1,6,17,-0.3
CC(=O)N1CCC(N(C(=O)CSc2nc3ccccc3[nH]2)C2CC2)CC1,2.8,16,4,-0.1
O=C(N/N=C/c1cccc(F)c1)NC12CC3CC(CC(C3)C1)C2,-0.7,-11,-9,0.2
COc1ccc(CCN2C(=O)CC(C(N)=O)SC2=Nc2ccc(F)cc2)cc1 (centres undefined),0.4,8,6,0.0
CCOc1c(Br)cc(CNCCCN2CCOCC2)cc1OC,0.2,15,5,0.0
C/C(CCN1CCCCc2nc(C)c(C)cc21)=N\O[C@H](C)CN1CCCc2nc(C)c(C)cc21,-2.1,8,nt,0.1
CCC1CCCCN1C(=O)CSc1nnc(-c2c[nH]c3ccccc23)o1 (centres undefined),-0.1,9,-7,0.2
O=C1C=CC(=NOC(=O)/C=C\c2ccccc2)C=C1,0.3,9,-32,0.1
COc1ccccc1N(CC(=O)NC1CCCC1)S(=O)(=O)c1ccc(C)cc1,0.5,9,5,0.0
Brc1ccc(-c2nc3ccccc3c3nncn23)cc1,-0.8,6,-2,0.1
COc1cc(C2C3=C(CCCC3=O)Nc3[nH]c(=O)[nH]c(=O)c32)ccc1O (centres undefined),-0.3,5,10,1.1
COc1ccccc1-c1cc(C(F)(F)F)nc(S(=O)(=O)CCCC(=O)Nc2sc(C(N)=O)c(C)c2C(=O)OC(C)C)n1,-0.1,-12,-2,0.0
O=C(Cn1cc(-c2nnc(-c3ccco3)o2)c2ccccc21)N1CCCC1,1.5,-8,-23,-0.1
CCOC(=O)Cn1nnnc1CN(Cc1cc2ccc(OC)cc2[nH]c1=O)C1CCCC1,0.5,-7,-5,0.2
CC1CCN(C(=O)C(Cc2ccccc2)NS(=O)(=O)c2cccc3nsnc23)CC1 (centres undefined),0.6,7,15,0.5
O=C(O)c1cc([N+](=O)[O-])ccc1C(=O)Nc1ccc(Br)cc1,-0.5,-2,-5,-0.1
COc1ccc(C(=O)Nc2c3c(nn2C(C)(C)C)CS(=O)(=O)C3)cc1OC,0.5,5,-2,0.0

# A second format for part of the listing above:
SMILES: COc1cc(C2C3=C(CCCC3=O)Nc3[nH]c(=O)[nH]c(=O)c32)ccc1O (centres undefined)
  GPR151 activ: -0.3; MITF primary: 5; TEAD-YAP inh: 10; FBW7 activator: 1.1

SMILES: COc1ccc(C(=O)Nc2c3c(nn2C(C)(C)C)CS(=O)(=O)C3)cc1OC
  GPR151 activ: 0.5; MITF primary: 5; TEAD-YAP inh: -2; FBW7 activator: 0.0

# Continuation.
SMILES,GPR151 activ,MITF primary,TEAD-YAP inh,FBW7 activator
O=C(Nc1cccc(-c2nnc3n2CCCCC3)c1)c1ccc(=O)n(Cc2ccccc2)n1,-1.6,0,7,0.0
O=C(NCc1ccc2c(c1)OCO2)c1ccc2c(c1)NC(=O)c1ccccc1N2,1.2,14,8,-0.1
COc1ccc(C2/C(=C(/O)c3ccccc3)C(=O)C(=O)N2CO)cc1 (centres undefined),-0.2,-6,-7,-0.1
CCOc1ccc(NC(=O)C(CCSC)N2C(=O)c3cc(Cl)c(Cl)cc3C2=O)cc1 (centres undefined),-0.6,-8,3,0.2
Cc1ccc(F)cc1S(=O)(=O)N1CCC(c2nc(-c3cccnc3)no2)CC1,1.2,5,-2,-0.1
COc1ccc2cc(C(=O)NC(C)=O)c(=Nc3cccc(C(F)(F)F)c3)oc2c1,-0.8,-2,-3,-0.1
CC(=O)NC1=N/C(=C/c2cccnc2)C(=O)S1,3.0,19,-2,0.6
CN(C)c1nc(Oc2ccc(OCC(N)=O)cc2)nc(N(C)C)n1,-0.2,32,-7,-0.2
Cc1nc2c3ccccc3n(CC(=O)c3ccc(Cl)cc3)c(=O)n2n1,3.6,0,-1,-0.1
O=C1c2ccccc2C(=O)N1c1n[nH]c(=S)s1,-0.4,12,1,0.1
CC(=O)c1[nH]c(C)c(C(=O)NCCC(C)C)c1C,-0.8,4,-2,0.0
COc1ccc(N2CCN(c3ncnc4sc(C(=O)Nc5ccc6c(c5)OCO6)c(C)c34)CC2)cc1,-0.2,2,-13,-0.1
Cc1cc(OCC(=O)NCc2ccco2)nc(C(C)C)n1,1.0,17,3,0.1
O=C1CCSc2c1cccc2C(=O)Nc1cc(F)ccc1F,-2.0,7,11,0.6
CCc1nnc(NC(=O)Cn2nnc3ccccc3c2=O)s1,-0.2,-3,-4,-0.2
CC(Cc1cccnc1)NC(=O)c1cc(COc2c(F)cccc2F)on1 (centres undefined),0.9,1,-1,-0.2
COc1ccccc1N/C=C(/C#N)c1nc(-c2ccc([N+](=O)[O-])cc2)cs1,0.5,-8,-5,-0.1
CNC(=S)N1N=C(c2ccccc2)CC1c1cc2ccc(C)cc2nc1Cl (centres undefined),0.0,-4,-10,-0.3
CCOC(=O)CSc1nc2cc(C(=O)N3CCC4(CC3)OCCO4)ccc2c(=O)n1Cc1ccc2c(c1)OCO2,-1.4,4,-5,0.0
Cn1c(=O)c2c(nc3n2CC(c2ccc(Br)cc2)=NN3)n(C)c1=O,0.6,0,7,-0.1
CC1=C(C(=O)OCC(C)C)C(c2c(Cl)cccc2Cl)CC(=O)N1 (centres undefined),-0.1,14,8,0.5
